KCNQ2 block: KCNQ2 channel blockers in CHO-K1 cells – cell-based, FluxOR thallium flux, B-score, primary screen (AID 2156) | B-score at 10 µM | O88943 | 20 min; hits give low values | hit rate 1.1% among 310,000;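 active = fluorescence ratio B-score at most minus 3 library SDs, with starting brightness B-score within 2 library SDs, cut at about -5.5 in these data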
CHT block: inhibits the human high affinity choline transporter; CHT-expressing cells, membrane potential dye, choline response; hits give low values; B-score at 10 µM; hit rate 0.86% among 310,000;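 active = B-score over 3 SD under the library average, and starting fluorescence ratio not unusually high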;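 also: choline stimulus applied at its EC90 after an EC20 pre-addition; B-score computed on integrated fluorescence ratio after choline addition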
Target sequence (Q9GZV3 whole entry, looked up): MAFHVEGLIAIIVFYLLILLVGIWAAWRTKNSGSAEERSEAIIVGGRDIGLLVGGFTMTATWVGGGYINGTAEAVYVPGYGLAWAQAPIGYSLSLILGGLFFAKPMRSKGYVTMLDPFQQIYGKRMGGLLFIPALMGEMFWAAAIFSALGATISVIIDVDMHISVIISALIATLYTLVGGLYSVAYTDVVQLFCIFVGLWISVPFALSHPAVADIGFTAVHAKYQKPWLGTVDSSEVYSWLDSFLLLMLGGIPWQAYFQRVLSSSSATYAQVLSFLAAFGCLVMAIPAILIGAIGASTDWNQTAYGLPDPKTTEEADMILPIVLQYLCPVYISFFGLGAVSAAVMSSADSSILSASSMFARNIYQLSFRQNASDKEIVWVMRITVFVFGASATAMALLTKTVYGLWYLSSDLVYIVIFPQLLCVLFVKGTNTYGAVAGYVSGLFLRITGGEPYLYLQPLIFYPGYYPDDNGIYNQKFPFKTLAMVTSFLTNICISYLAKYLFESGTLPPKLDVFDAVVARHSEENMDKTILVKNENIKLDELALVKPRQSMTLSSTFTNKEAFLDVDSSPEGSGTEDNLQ
Kir21 block: blocks the mouse Kir2.1 inward-rectifier potassium channel | HEK293-Kir2.1, FluxOR thallium flux fluorescence; hits give low values | P35561 | AID 1672 | B-score at 10 µM | hit rate 0.85% among 310,000;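 active = fluorescence ratio B-score at or below minus 3 SD of library scores, with starting-brightness B-score within 2 SD, cut at about -4.2 in these data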;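 also: channel flux triggered by added potassium and thallium sulfate stimulus; B-score of peak minus minimum fluorescence over baseline after thallium stimulus; more negative B-score means stronger Kir2.1 block with less thallium influx; some compounds called inactive have numbers as strong as hits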
Target sequence (P35561 whole entry, looked up): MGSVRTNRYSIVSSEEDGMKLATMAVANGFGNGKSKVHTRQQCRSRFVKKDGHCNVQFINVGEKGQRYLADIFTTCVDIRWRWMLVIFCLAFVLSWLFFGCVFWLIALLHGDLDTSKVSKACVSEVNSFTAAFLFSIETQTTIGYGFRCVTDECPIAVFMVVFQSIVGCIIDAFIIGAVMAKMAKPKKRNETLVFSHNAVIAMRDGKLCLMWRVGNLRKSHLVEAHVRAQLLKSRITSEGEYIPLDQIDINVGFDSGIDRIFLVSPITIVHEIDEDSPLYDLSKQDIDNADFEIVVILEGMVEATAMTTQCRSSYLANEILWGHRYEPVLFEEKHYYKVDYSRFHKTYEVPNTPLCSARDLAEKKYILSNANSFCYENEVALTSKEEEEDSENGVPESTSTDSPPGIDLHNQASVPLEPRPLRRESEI
* = called active by the depositor; i = inactive.

KCNQ2 block	CHT block	Kir21 block	canonical_smiles
i	i	1.1	CCOc1cc(C(=O)OCC(=O)Nc2cccc(C)c2)ccc1OCC(=O)N1CCOCC1
i	i	0.16	O=C(NCC1CCCO1)c1cn(-c2ccccc2)nc1-c1ccc(F)cc1 (configuration not stated)
i	i	1.2	C/C(=C\c1ccccc1)C(=O)NCCN1CCOCC1
i	i	0.64	CCN(CC)CC(=O)N1c2ccccc2Sc2ccc(Cl)cc21
i	i	-0.08	Cc1noc(C)c1S(=O)(=O)N(CC(=O)N1CCc2ccccc21)c1ccc(C(C)C)cc1
i	i	-0.2	Cc1c(CC(=O)O)c(=O)oc2c(C)c(OCc3nn[nH]n3)ccc12
i	i	-1.1	COc1ccc(Br)cc1S(=O)(=O)N(CC(=O)N1CCOCC1)c1ccccc1
i	i	0.62	COc1ccc(CN(C(=O)c2nsc(Cl)c2Cl)C(C(=O)NC2CCCC2)c2ccc(C)cc2)cc1 (configuration not stated)
i	i	-5.4	O=C(CN1CCN(C(=O)C2CCCO2)CC1)Nc1cc(C(F)(F)F)ccc1Cl (configuration not stated)
i	i	1.4	O=C(CSc1n[nH]c(-c2ccccn2)n1)Nc1ccc(Cl)cc1
i	i	2.5	CCOc1ccc(-n2nnnc2-c2nc3ccccc3s2)cc1
i	i	0.2	Cc1nn(-c2nc3ccccc3s2)c(N)c1-c1ccc(Cl)cc1
i	i	-0.92	CC1(C)Cc2c(sc3c2c(=N)n(Cc2ccco2)c(=O)n3CC(=O)Nc2ccccc2)CO1
i	i	-1	Cc1cccc(CN2C(=O)[C@H]3Cc4c([nH]c5ccccc45)C(C)(C)N3C2=O)c1
i	i	-0.47	Cc1nn(Cc2ccc(C(=O)Nc3ccc(C(=O)OC(C)C)cc3)o2)c(C)c1Cl
i	i	1.2	O=C(Nc1ccccc1Cl)c1ccc2nc(N3CCOCC3)sc2c1
i	i	1.2	CCCS(=O)(=O)c1nc(S(=O)(=O)c2ccc(C)cc2)c(N2CCC(C(N)=O)CC2)s1
i	i	0.84	COc1cccc(NC(=O)CCC(=O)N2CC(C)Oc3ccc(C)cc32)c1 (configuration not stated)
i	i	-0.88	COc1ccc(/C=C(\C#N)C(=O)OCC(=O)Nc2c(C)cccc2C(C)C)cc1
i	i	-1.3	Cc1cccc(C)c1NC(=O)NCc1ccco1
i	i	0.02	COc1ccc([N+](=O)[O-])cc1N(CC(O)CN(CC(C)C)CC(C)C)S(=O)(=O)c1ccc(C)cc1 (configuration not stated)
-6.2*	i	0.35	Cc1ccc(C)c(NS(=O)(=O)c2cc(C(=O)Nc3ccccc3-c3ccccc3)ccc2C)c1
i	i	0.48	C=C(C)CN(CC)c1ccc(N2C(=O)CCCC2=O)cc1[N+](=O)[O-]
i	i	-0.36	CCCCNC(=O)N1CCOCCOCCN(C(=O)NCCCC)CCOCCOCC1
i	i	-1.8	NS(=O)(=O)c1cccc(NS(=O)(=O)c2ccc3ccccc3c2)c1
i	i	1.6	CC(C)c1nc2cc(C(=O)N3CCNC(=O)C3c3cccc(F)c3)ccc2o1 (configuration not stated)
i	i	-0.61	CN(C)S(=O)(=O)N1CCC(Oc2ccc(C(=O)NC3Cc4ccccc4C3)cc2)CC1
i	i	1.2	CC1CN(C(=O)CN2C(=O)c3ccccc3S2(=O)=O)CC(C)O1 (configuration not stated)
i	i	-1.5	CC1(C)Cc2c(cnn2-c2ccccc2)C(NC(=O)c2ccoc2)C1 (configuration not stated)
i	i	-1.9	COc1cccc(OCCOCC(O)CN2CCN(Cc3ccc(Cl)cc3)CC2)c1 (configuration not stated)
i	i	0.2	CC(C)NC(=O)C(=O)NNC(=O)C12CC3CC(CC(C3)C1)C2
i	i	0.47	O=C(CSc1ncnc2c1cnn2-c1ccccc1)Nc1ccccc1
i	i	0.03	CCOC(=O)C1(CC2CC2)CCN(Cc2ccc(C(=O)OC)cc2)CC1
i	i	-2.1	Cc1ccc2cc(/C=N/NC(=O)c3ccccc3[N+](=O)[O-])c(Cl)nc2c1
i	i	0.45	O=C(CNC(=O)c1ccco1)Nc1cc(Cl)ccc1N1CCOCC1
i	i	-4.5*	O=C(c1ccccc1SCc1ccccc1)N1CCCCCC1
i	i	-0.62	O=C(CSc1ncnc2sc3c(c12)CCCCC3)NCc1ccco1
i	i	-2.2	Cc1cc(=O)oc(C)c1C(=O)Nc1ccccc1F
i	i	0.33	O=c1[nH]c2ccccc2n2cnnc12
i	i	0.01	COc1ccc(NC(=O)CN2CCN(C3c4ccccc4-c4ccccc43)CC2)cc1
i	i	0.49	COc1ccc(/C=C/C(=O)O)cc1S(=O)(=O)NCc1ccccc1
i	i	0.6	COc1ccc(N/C(N)=N/c2nc(CSc3ccc(C)cc3)cc(=O)[nH]2)cc1
i	i	0	CCOC(=O)c1c(C)oc2c1C(=O)c1ccccc1C2=O
i	i	-0.72	CCCN(CC(=O)Nc1ccccc1C)C(=O)c1ccc(S(=O)(=O)N2CCCCCC2)cc1
i	i	-0.42	Cc1ccc(C2NC(=O)c3c(sc4c3CCN(C)C4)N2)o1 (configuration not stated)

Sorted by value in Kir21 block (lowest first): some entries from above
Compound | Kir21 block
O=C(CSc1ncnc2sc3c(c12)CCCCC3)NCc1ccco1 | -0.62
CCOC(=O)c1c(C)oc2c1C(=O)c1ccccc1C2=O | 0
CC(C)NC(=O)C(=O)NNC(=O)C12CC3CC(CC(C3)C1)C2 | 0.2
O=c1[nH]c2ccccc2n2cnnc12 | 0.33
O=C(CNC(=O)c1ccco1)Nc1cc(Cl)ccc1N1CCOCC1 | 0.45
O=C(CSc1ncnc2c1cnn2-c1ccccc1)Nc1ccccc1 | 0.47
COc1ccc(/C=C/C(=O)O)cc1S(=O)(=O)NCc1ccccc1 | 0.49

A different layout for part of the listing above:
Values run as follows: KCNQ2 block	CHT block	Kir21 block
CCOC(=O)c1c(C)oc2c1C(=O)c1ccccc1C2=O
 : i	i	0
CCCN(CC(=O)Nc1ccccc1C)C(=O)c1ccc(S(=O)(=O)N2CCCCCC2)cc1
 : i	i	-0.72
Cc1ccc(C2NC(=O)c3c(sc4c3CCN(C)C4)N2)o1 (configuration not stated)
 : i	i	-0.42

Remaining list, next part:
KCNQ2 block	CHT block	Kir21 block	canonical_smiles
i	i	-0.1	CCOC(=O)c1sc2nc(CSc3ccccc3)nc(N3CCC(C(N)=O)CC3)c2c1C
i	i	-0.04	CSCCC(NC(=O)c1ccco1)C(=O)NCc1ccc(F)cc1 (configuration not stated)
i	i	-0.42	COc1cc(OC)c(OC)cc1CN1CCN(c2ccc(F)cc2)CC1
i	i	-1.2	O=S(=O)([N-]c1nc2ccccc2nc1-n1cc[n+](Cc2ccccc2)c1)c1ccc(Br)cc1
i	i	0.46	CCn1c(Cc2ccccc2)nnc1SCC(=O)NC1CC1
i	i	1	O=C(c1cnc2n(c1=O)CCS2)N1CCN(C(c2ccccc2)c2ccc(Cl)cc2)CC1 (configuration not stated)
i	i	-0.41	COC(=O)c1ccc(NC(=O)CN2CCCC2)cc1
i	i	-1.1	O=C1CCc2cc(NS(=O)(=O)c3ccc(Cl)cc3)cc3c2N1CC3
i	i	-1.3	CC(C)c1ccc(Nc2nnns2)cc1
i	i	0.01	COc1ccc(CN2CC(=O)N(c3cc(Cl)ccc3C)C2=S)cc1OC
i	i	0.82	Cc1ccc(Nc2ccncc2S(N)(=O)=O)cc1
i	i	0.34	Cc1ccccc1N(CC(=O)N/N=C/c1cc(Br)c(C)o1)S(C)(=O)=O
i	i	-0.08	O=C(Nc1ccc2c(c1)OCO2)c1n[nH]c(=O)c2ccccc12
i	i	-0.01	O=C(c1ccco1)N1CCN(S(=O)(=O)c2c(Cl)cccc2Cl)CC1
i	i	0.94	Cc1ccc2[nH]c(=O)c(CC=C(Cl)Cl)c(C)c2c1

Random excerpt: two entries already listed, in no set order.
KCNQ2 block	CHT block	Kir21 block	canonical_smiles
i	i	0.84	COc1cccc(NC(=O)CCC(=O)N2CC(C)Oc3ccc(C)cc32)c1 (configuration not stated)
i	i	0.03	CCOC(=O)C1(CC2CC2)CCN(Cc2ccc(C(=O)OC)cc2)CC1

Later entries
KCNQ2 block	CHT block	Kir21 block	canonical_smiles
i	i	0.42	COc1ccc(C)cc1NC(=O)C(NCC(O)c1ccccc1)c1ccccc1 (configuration not stated)
i	i	0.93	Cc1cc(NC(=O)c2ccccc2)cc(NC(=O)c2ccccc2)c1C
i	i	-0.95	Cc1ccc(C2CCN(C(=O)Nc3ccccc3)C2)cc1 (configuration not stated)
i	i	-0.84	NC(=O)CC(NC(=O)c1ccccc1)c1ccc(NC2CCCC2)c([N+](=O)[O-])c1 (configuration not stated)
i	i	0	NC(=O)C1CCN(C(=O)CSc2ncccn2)CC1
i	i	-0.42	C#CCOCCOCCOCCNc1nc(N2CCN(C(=O)[C@H]([C@@H](C)CC)n3cc([C@@H](N)CO)nn3)CC2)nc(N2CCN(C(=O)[C@H]([C@@H](C)CC)n3cc([C@@H](N)CC(C)C)nn3)CC2)n1
i	i	0.55	COCCNC(=O)c1cccc(OC2CCN(Cc3ccc(F)c(OC)c3)CC2)c1
i	i	-0.04	COCCOc1cc(NC(=O)c2ccccc2)c(Cl)cc1Cl
i	i	-0.57	COCCCNc1nc2ccccc2nc1NS(=O)(=O)c1ccccc1
i	i	-0.28	CCc1nnc(NC(=O)CC(CN(C)S(=O)(=O)c2ccccc2)c2ccccc2)s1 (configuration not stated)
i	i	-0.34	C=CCNC(=O)CC12CC3CC(C1)CC(CC(=O)NCC=C)(C3)C2
i	i	-1.6	COC(=O)CCc1c(C)c(C(=O)c2cc(OC)c(OC)c(OC)c2)c2ccccn12
i	-7.5*	-1.5	CCS(=O)(=O)C1=NSC2=NC(=O)/C(=C\c3ccc(OS(=O)(=O)c4ccccc4)cc3)C(=N)N21
i	i	0.11	COC(=O)c1ccc(OC(=O)CCN2C(=O)C3C4c5ccccc5C(c5ccccc54)C3C2=O)cc1 (configuration not stated)
i	i	-0.24	CCOc1ccc(NC(=O)CCc2nnc3ccc(N4CCN(C)CC4)nn23)cc1
i	i	0.4	COc1ccc(NC(=O)COC(=O)[C@@H]2CCCN2C(=O)c2cccs2)cc1
i	i	1.4	Cc1nn(-c2ccccc2)c(Cl)c1/C=N/NC(=O)CCNc1n[nH]c(=O)[nH]c1=O
i	i	-0.09	Cc1cc(Nc2ccccc2C(=O)O)n(-c2ccc([N+](=O)[O-])cc2)n1
i	i	0.89	O=C(Nc1ccc([N+](=O)[O-])cn1)C1CC1
i	i	-0.93	COc1ccccc1Nc1nnc(SCc2cc(=O)n3ccsc3n2)s1
i	i	0.13	CC(=O)Nc1ccc2oc(-c3ccccc3Br)nc2c1
i	i	-0.68	Cc1cccc(C)c1N(CC(=O)N(C)Cc1ccccc1)S(C)(=O)=O
i	i	-1.8	Cc1cc(C)n(S(=O)(=O)c2ccc(Cl)cc2)n1
i	i	0	COC(=O)c1cc(Br)c(=O)n(CCN(C(C)C)C(C)C)c1
i	i	-0.03	CCCN(CCC)C(=O)c1ccc2c(c1)S(=O)(=O)c1ccccc1C2=O
i	i	-0.62	CC1(C)Cc2c(sc3c2c(N)nc(=S)n3Cc2ccccc2)CO1
i	i	0.04	CCOC(=O)c1c(C2CC2)csc1NC(=O)COC(=O)c1cc(OC)c(OC)cc1[N+](=O)[O-]
i	i	-0.71	C#Cc1ccc([C@H]2C=C(C(=O)NC3CC3)O[C@@H](OCC)[C@@H]2CCCO)cc1
i	i	1.3	CCOc1cc(/C=N/NC(=O)c2ccc(=O)n(C)c2)ccc1O
i	i	-0.88	NC(=O)[C@H]1CC2(CC(c3cccc(NC(=O)COc4ccc(Cl)cc4)c3)=NO2)CN1C(=O)Cc1ccc([N+](=O)[O-])cc1 (some centres not stated)
i	i	0.13	CCOc1ccccc1NC(=O)Nc1cccc(S(N)(=O)=O)c1
i	i	-1.8	O=[N+]([O-])c1ccc(Sc2ccccc2Cl)nc1
i	i	2.1	O=C(CSc1ccccc1)NCCc1ccccc1
i	i	0.02	COc1ccc(/C=C/c2nnc(NC(=O)COc3cccc(C)c3)s2)cc1
i	i	-0.06	CCOc1ccc(OCCCC(=O)NCCc2ccc(OC)cc2)cc1
i	i	-0.81	COc1ccccc1-c1cn[nH]c(=S)n1
i	i	0.87	CC1CCCCN1S(=O)(=O)c1ccc(S(=O)(=O)N(CC(=O)Nc2ccccc2)Cc2cccs2)cc1 (configuration not stated)
i	i	-0.03	O=C(NCc1ccccc1F)C(=O)NCC1OCCCN1S(=O)(=O)c1cccs1 (configuration not stated)
i	i	-0.74	Cc1nn(C)c(C(=O)NNC(=S)Nc2ccc(Cl)cc2)c1[N+](=O)[O-]
i	i	1.3	COc1cccc2c1c(NC(=O)c1cc(C)on1)nn2C
i	i	0.1	COCCn1c(N)c(NCc2ccccc2)c(=O)n(CC(=O)Nc2cc(C)ccc2C)c1=O
i	i	1.7	COc1cccc(OC)c1C(=O)Nc1ccncc1
i	i	0.01	CCN(c1ccccc1)S(=O)(=O)c1ccc2c(c1)CC(C)N2C(=O)C1CC1 (configuration not stated)
i	i	0.79	C/C(=N/NC(=O)CNc1ccc(C)cc1)c1ccc(Br)s1
i	i	0.19	CC1(c2nnc(-c3cccc(Cl)c3)o2)CC(c2ccc(Cl)cc2)=NO1 (configuration not stated)

Compound activity: PubChem BioAssay, Johns Hopkins Ion Channel Center
